# Bioassay records from PubChem BioAssay.
# sdo1 growth: restores growth of sdo1-depleted yeast | hit rate 0.21% among 140,000 | AID 817 | z-score at 10 µM | S. cerevisiae sdo1-depleted JHY4D growth rescue, OD600 30 h; stronger effect = higher value; pdr5 snq2 efflux-pump mutant strain;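 active = z-score above 3 at both the 24 hr and the 30 hr optical density reads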;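 also: z-score against mean and SD of all compound wells on the same plate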
# Insulin prom inh: TRM-6 insulin promoter activity inhibition | TRM-6 cells (human fetal islet line), insulin promoter-eGFP reporter, imaging; reporter expression induced with tamoxifen | inhibition, % at 2 µM | hit rate 0.9% among 130,000 | AID 1273;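 active = inhibition above the mean plus 3 SD, with well images judged a real hit on visual review, cut at about 60% in these data, passing the limit was not always enough; inconclusive = inhibition over the cutoff but images rejected on review; inactive = inhibition not above the cutoff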
# sdo1 growth Rescue 24 h: also measured in sdo1 growth; calls as there; z-score; S. cerevisiae sdo1-depleted JHY4D growth rescue, OD600; measured here: growth rescue at 24 h;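 0 is the plate mean of compound wells and units are plate SD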
# Numbers without * were called inactive; ? = inconclusive; nt = no result given.
SMILES,sdo1 growth,sdo1 growth Rescue 24 h,Insulin prom inh
CCn1c(SCC(=O)N2CCCCC2C)nc2ccsc2c1=O (stereo not given),-0.67,-0.88,3
CCC(CC)C(=O)Nc1cccc(/C(C)=N/NC(=O)c2ccccc2Cl)c1,0.24,-0.16,-10
CCOc1ccc(CNc2nc3ccccc3n2CCN2CCOCC2)cc1,0.52,0.13,-31
O=C(Nc1ccc(NC(=O)c2ccco2)nc1)c1ccccn1,1.1,0.89,25
CCN(CC)S(=O)(=O)N1CCC(C(=O)NC2CCCc3ccccc32)CC1 (stereo not given),-0.28,-0.3,23
COc1ccc(-n2c(=O)cc(N3CCN(c4ccccc4F)CC3)[nH]c2=O)cc1,1.1,1.1,-15
COc1ccc(Nc2nc(Cl)nc(N3CCN(c4ccc(OC)cc4)CC3)n2)cc1,nt,nt,27
CCCCOC(=O)C1=C(C)Nc2ncnn2C1c1cccc(OC)c1OC (stereo not given),0.87,1.2,8
FC(F)(F)c1cc(-c2cccs2)nc2nc(N3CCOCC3)sc12,nt,nt,-8
CCN1C2=C(C(=O)CCC2)C(c2ccc(O)cc2)C2=C1CCCC2=O,0.89,-0.04,-194
CCOC(=O)C(Sc1cc(C)nc(N)n1)C(C)=O (stereo not given),1,0.96,-77
COc1ccc(Cl)c(N2CCN(CCCNC(=O)Nc3ccc(C)cc3)CC2)c1,0.03,0.38,9
CCCCc1oc2c(c(=O)c1C)C(=O)CC(c1ccccc1)C2 (stereo not given),-2.5,-1.9,3
Cn1c(O)c(N=NC(=O)c2cc(-c3cccs3)nc3ccccc23)c2ccccc21,-0.77,-0.32,-13
O=C(Oc1cccc2cccnc12)c1cccc([N+](=O)[O-])c1,nt,nt,0
Cc1ccc(C2CC(=O)Nc3c2ccc2ccccc32)cc1[N+](=O)[O-] (stereo not given),-1.2,0.03,31
O=C1CC(N2CCC(c3nc4ccccc4o3)CC2)C(=O)N1Cc1cccs1 (stereo not given),0.31,0.67,11
COc1ccccc1NC(=O)Cn1cnc2sc(C(=O)NCc3ccco3)c(C)c2c1=O,-0.64,-0.9,17
COc1ccc(S(=O)(=O)N2N=C(c3ccc(NS(C)(=O)=O)cc3)CC2c2ccco2)cc1 (stereo not given),nt,nt,20
CCOc1ccccc1N1CSC2=C(C#N)C(c3c(OC)ccc4ccccc34)CC(=O)N2C1 (stereo not given),0.74,0.88,nt
CCCNS(=O)(=O)c1ccc(OCC(=O)N2CCC(C(=O)OCC)CC2)cc1,-0.47,-0.58,-229
CC/C(=N\NC(=O)c1ccc(CN(C)S(=O)(=O)c2ccc(C)cc2)cc1)c1ccc(OC(F)F)cc1,-0.15,0.74,-21
COc1cccc(Oc2ccc(N/C=C/C(=O)C(C)(C)C)cc2)c1,0.38,0,75*
COc1ccc(/C=C/C(=O)Nc2c(C)nn(C)c2C)cc1COc1ccc(Br)cc1,-1.5,-0.71,-78
CCOc1ccccc1Nc1nc2ccccc2n2cnnc12,-0.39,0.8,46
COc1cc2c(cc1OC)C(c1ccccc1F)OC(=O)C2 (stereo not given),1.2,1.2,nt
COc1ccc(NC(=O)N2CCN(c3cccc(C(F)(F)F)c3)CC2)cc1,-1.1,-1.2,75*
CC(C)C(C(=O)N1CCOCC1)N1C(=O)c2ccccc2C1=O (stereo not given),0,-0.27,61
CCOC(=O)CSc1nnc(CNC(=O)c2cccs2)n1-c1ccccc1,0.69,0.93,nt
COc1ccc(-c2nn3c(-c4ccncc4)nnc3s2)cc1OC,nt,nt,18
COc1ccccc1C(C#N)N1N=C(C)CC1(C)C (stereo not given),nt,nt,0
Cc1cc(C)c2oc(=O)cc(CN3CCN(Cc4ccc5c(c4)OCO5)CC3)c2c1,0.37,-0.14,9
O=C(Nc1nccs1)C1CC2CCC1C2 (stereo not given),-0.86,-0.8,14
Cn1nnnc1SCC(=O)N1c2ccccc2CCc2ccccc21,0.27,0.56,33
CCOC(=O)N1CCC(NC(=O)C2CCCN(C(=O)c3cc4sccc4n3C)C2)CC1 (stereo not given),-1.4,-1.2,nt
CC(C)CN1C(=O)/C(=C/c2cccs2)NC1=S,-1.9,-1.4,-431
Cc1sc(NC(=O)c2ccc(F)cc2)c(CN2CCCCCC2)c1C,-0.55,-0.54,-92
c1csc(-c2nnc(NC3CCCCC3)c3ccccc23)c1,-1.1,-1.3,nt
Nc1cccc(-c2nc3cc(S(=O)(=O)c4ccc5oc(-c6cccc(N)c6)nc5c4)ccc3o2)c1,0.01,1.4,32
C=CCN1C(=O)C(Cc2cccc(Cl)c2)S/C1=N/N=C/c1ccco1 (stereo not given),-0.88,-0.51,-85

# A few values from the list:
# `COc1cc2c(cc1OC)C(c1ccccc1F)OC(=O)C2` (stereo not given) in sdo1 growth Rescue 24 h shows 1.2
# `CCN(CC)S(=O)(=O)N1CCC(C(=O)NC2CCCc3ccccc32)CC1` (stereo not given) in Insulin prom inh shows 23
# `Nc1cccc(-c2nc3cc(S(=O)(=O)c4ccc5oc(-c6cccc(N)c6)nc5c4)ccc3o2)c1` in Insulin prom inh shows 32
# `O=C(Nc1nccs1)C1CC2CCC1C2` (stereo not given) in sdo1 growth shows -0.86

# (further entries)
SMILES,sdo1 growth,sdo1 growth Rescue 24 h,Insulin prom inh
CC1CCCCC1NC(=O)NC(=O)CCl (stereo not given),-0.03,0.19,35
COC(=O)c1cc(C(=O)OC)cc(N2C(=O)CC(NNC(=O)c3ccccc3Br)C2=O)c1 (stereo not given),0.97,2.1,4
COc1ccc(C(=O)c2oc3ccc(Br)cc3c2NC(C)=O)cc1,-1.3,0.59,nt
COc1ccc2oc(C)c(NC(C)=O)c2c1,0.77,1.4,-27
Cc1onc(-c2ccccc2Cl)c1C(=O)Nc1ccc(OCC(=O)N2CCOCC2)cc1,0.12,0.38,-38
Cc1ccc(NC(=O)Cn2c(O)c(N=NC(=O)c3cc4ccccc4cc3O)c3ccccc32)cc1,-0.88,0.1,nt
CCOc1c(Br)cc(C2NS(=O)(=O)N=C3CCCCCN32)cc1OC (stereo not given),-0.25,-0.49,nt
Cc1ccccc1Nc1nc(Nc2ccccc2C)nc(SC2=NCCS2)n1,-0.69,-0.5,57
C=CCNC(=O)/C(=C/c1ccco1)NC(=O)c1ccc(Br)o1,0.9,-0.86,-9
O=C(NC1CC1)C1=NOC(CNc2ncc(C(F)(F)F)cc2Cl)C1 (stereo not given),-0.59,-0.76,44

# Looked up by structure from above:
SMILES,sdo1 growth,sdo1 growth Rescue 24 h,Insulin prom inh
CCOC(=O)N1CCC(NC(=O)C2CCCN(C(=O)c3cc4sccc4n3C)C2)CC1 (stereo not given),-1.4,-1.2,nt
CCN1C2=C(C(=O)CCC2)C(c2ccc(O)cc2)C2=C1CCCC2=O,0.89,-0.04,-194
O=C(Nc1nccs1)C1CC2CCC1C2 (stereo not given),-0.86,-0.8,14
Cn1nnnc1SCC(=O)N1c2ccccc2CCc2ccccc21,0.27,0.56,33
CCCCOC(=O)C1=C(C)Nc2ncnn2C1c1cccc(OC)c1OC (stereo not given),0.87,1.2,8
O=C(Nc1ccc(NC(=O)c2ccco2)nc1)c1ccccn1,1.1,0.89,25
CCOC(=O)CSc1nnc(CNC(=O)c2cccs2)n1-c1ccccc1,0.69,0.93,nt

# Other compounds
SMILES,sdo1 growth,sdo1 growth Rescue 24 h,Insulin prom inh
O=C(Nc1ccc2oc(=O)ccc2c1)c1cccnc1,-0.13,-1,-3
O=C1c2ccccc2NC(c2cccc(Cl)c2)N1N=C1CCCCCC1 (stereo not given),-1.6,-1.5,nt
O=[N+]([O-])c1ccccc1S(=O)(=O)NCc1cccnc1,nt,nt,-33
COc1ccc(NS(=O)(=O)c2cc(NC(=O)c3ccncc3)ccc2N2CCOCC2)cc1,-0.01,-0.4,23
CCN1CCN(C(=O)Nc2cccc(C(F)(F)F)c2)CC1,0.84,0.21,43
COc1ccc(C(NC(=O)C(C)(C)C)NC(=O)C(C)(C)C)cc1,-0.65,-0.95,-95
COc1cccc2cc(C(=O)NC3CC(C)(C)NC(C)(C)C3)c(=O)oc12,nt,nt,13
CCCCC(c1nnnn1CS(=O)(=O)c1ccc(C)cc1)N1CCN(c2ccccc2)CC1 (stereo not given),0.03,0.36,-37
O=C(c1nc2n(n1)C(c1ccc(Cl)cc1)C=C(c1ccccc1)N2)N1CCOCC1 (stereo not given),-0.14,-0.74,-18
O=C(O)CSCc1nc2scc(-c3ccccc3)c2c(=O)[nH]1,nt,nt,11
CCC1CCCCN1CCCNC(=O)Cn1nc(-c2ccc(C)cc2)ccc1=O (stereo not given),0.08,0.18,-22
Cc1ccc(S(=O)(=O)N[C@H](C(=O)Oc2ccc3c(C(F)(F)F)cc(=O)oc3c2)c2ccccc2)cc1,0.92,0.54,nt
CCNC(=O)c1sc(-c2ccccc2)nc1C,0.27,-0.43,-57
CC(C)(C)N1C(=O)c2ccc(C(=O)Nc3ccc(-c4nc5ccccc5[nH]4)cc3)cc2C1=O,-0.72,-0.25,11
CCCCn1c(SCC(=O)c2ccc(OC)cc2OC)nc2cc(S(N)(=O)=O)ccc21,0.34,1.1,-14
CCOc1ccc(C(=O)NC(=S)NC2CCCC2)cc1[N+](=O)[O-],-1,-0.36,-59
CCOC(=O)C1CCCN(c2nc3ccccc3nc2C(C#N)C(=O)NCc2ccccc2)C1 (stereo not given),1.2,2.1,24
O=C(Cn1ncc2c(=O)oc3ccccc3c21)NCCc1ccsc1,-0.53,-0.68,nt
O=C(Oc1ccc2c(c1)C(=O)c1ccccc1CO2)c1ccccc1,-1.2,-1.5,6
Cc1noc(C)c1S(=O)(=O)N(CC(=O)N1CCCC1)c1ccc(C(C)C)cc1,-0.6,-0.3,nt
CCOc1ccc(S(=O)(=O)Nc2ccccc2C(=O)NCC2CCCO2)cc1 (stereo not given),-0.1,-0.07,nt
c1cc(CNc2ccc3c(c2)OCO3)ccn1,0.37,-0.08,35
COc1cc(-c2nnc(-c3cccs3)o2)cc(OC)c1OC,-0.02,-0.13,-93
CC(=O)c1c(C)[nH]c(C(=O)OCC(=O)Nc2cc(C(F)(F)F)ccc2N2CCOCC2)c1C,-0.85,-1.2,-43
COc1ccccc1N(CC(=O)Nc1ccc2c(c1)OCCO2)S(C)(=O)=O,0.36,0.06,21
CC(C)(C)c1cc(Cl)c(O)c(NC(=S)NC(=O)c2cccnc2)c1,nt,nt,-13
CSc1nc(C)c(Oc2ccccc2)c(=O)n1C,1.1,1,-14
CCCc1nc(N2CCOCC2)c(C#N)c2c1CCCC2,-0.52,-0.82,-14
Cc1n[nH]c(=S)n1/N=C/c1ccc(-c2ccccc2[N+](=O)[O-])o1,0.05,-0.5,9
Cc1cc(C)c(S(=O)(=O)NC(CC(=O)O)c2cccc([N+](=O)[O-])c2)c(C)c1 (stereo not given),nt,nt,15
NNC(=O)CNc1cccc(Cl)c1,nt,nt,21
Cc1cc(C)n2nc(NCc3cccc(Br)c3)nc2n1,-1.5,-1.2,nt
CCOC(=O)c1sc(=NC(=O)c2cccs2)n(C)c1C,nt,nt,-17
COC(=O)c1cn(NC(=O)CC2CCCCC2)c(=O)c2ccccc12,0.08,0.15,nt
COc1ccccc1CC(=O)Nc1cc2oc3ccccc3c2cc1OC,0.67,2.2,-18
O=C(NCCNc1ccc([N+](=O)[O-])cc1)c1ccc(Cl)cc1,nt,nt,19
CS/C(=C\[N+](=O)[O-])Nc1ccccc1,0.41,0.14,29
Cc1cc(C)nc(SCC(=O)Nc2ccc(N3CCOCC3)cc2)n1,0.36,0.7,10
CCCC(=O)NCCc1nc2ccccc2n1C,0.62,0.34,-19
C=C(C)CSc1nncn1/N=C/c1ccc(OC)cc1,0.16,0.42,nt

# One compound at a time (already shown):
# COc1ccccc1CC(=O)Nc1cc2oc3ccccc3c2cc1OC reads sdo1 growth: 0.67; sdo1 growth Rescue 24 h: 2.2; Insulin prom inh: -18
# O=C(NCCNc1ccc([N+](=O)[O-])cc1)c1ccc(Cl)cc1 reads sdo1 growth: nt; sdo1 growth Rescue 24 h: nt; Insulin prom inh: 19
# CS/C(=C\[N+](=O)[O-])Nc1ccccc1 reads sdo1 growth: 0.41; sdo1 growth Rescue 24 h: 0.14; Insulin prom inh: 29

# The list goes on:
SMILES,sdo1 growth,sdo1 growth Rescue 24 h,Insulin prom inh
COc1cccc(NC(=O)c2ccc(S(=O)(=O)N(C)C)cc2)c1,nt,nt,36
Cc1nnsc1C(=O)Nc1cccc(Cl)c1C,nt,nt,50
CCc1cc2c(cc3c(=O)n(CC(=O)NCCCN(CC)CC)nc(CC)n32)s1,0.58,0.16,9
CCOC(=O)c1c(/N=C/N(C)C)sc(C(=O)OC)c1C,0.07,-0.68,?
CC1CN(C(NC(=O)c2ccccc2)C(Cl)(Cl)Cl)CC(C)O1 (stereo not given),nt,nt,13
O=C(c1ccco1)c1cn(CC(=O)N2CCCC2)c2ccccc12,nt,nt,-23
COCc1cc(=O)n2[nH]c(SC)nc2n1,1.1,0.68,6
O=c1c2cnn(-c3ccccc3)c2ncn1Cc1cccc(Cl)c1,-1.5,-1.2,43
Cc1ccc(-n2nnnc2SCC(=O)NC(=O)Nc2ccc3c(c2)OCCO3)cc1,-1.8,-1.5,18
Cn1ccnc1Sc1ccc(/C=N/NC(=O)c2ccccc2O)cc1[N+](=O)[O-],0.42,1,-7
O=C(C1CCCO1)N1CCN(c2ncccn2)CC1 (stereo not given),0.3,-0.49,50
Cc1nc2n(n1)CC(O)CS2 (stereo not given),0.33,0.58,nt
O=C(COc1ccc(Br)cc1CO)Nc1ccccc1,-0.92,-0.59,-65
OCCNCCOc1ccccc1-c1ccccc1,1.6,0.85,-57
COc1ccccc1OCCOCCOc1ccc(C)cc1[N+](=O)[O-],0.36,0.58,-8
Cc1ccc(C(=O)O/N=C(\N)c2ccc(Br)cc2)cc1,-2.3,-1.7,-4
O=C(CCCOc1ccc(Cl)cc1Cl)n1nnc2ccccc21,-1.5,0.11,15
